# Screening data deposited in PubChem by several laboratories.
# IEC-6 tox: IEC-6 cytotoxicity, counter-screen for KLF5 inhibitors. luminescence viability. inhibition, % at 5 µM. 0.78% of 290,000 active; in the data active means inhibition above about 22%;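 further: 0% = plate median of test compound wells and 100% = cytotoxic reference compound wells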
# Platelet DG rel: modulates dense granule release in human platelets | human platelet-rich plasma, SFLLRN dense granule ATP release, luminescence | 0.22% of 300,000 active | inhibition, %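 (compounds screened at 7.5 µM in platelet-rich plasma)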;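 active means mean replicate score, as percent of positive control, at or above 50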
# Dyrk1A ADPGlo: inhibitors of rat Dyrk1A kinase. ADP-Glo luminescence, NFATc1 peptide. inhibition, % at 12.5 µM. 0.43% of 310,000 active. AID 504441; in the data active means inhibition above about 50%;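 further: plate controls were vehicle with enzyme for no effect and no enzyme for full effect; many of its hits are not listed in these tables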
# GSK3beta inhib: blocks human GSK3beta kinase activity | 0.038% of 300,000 active | activity score (negative = inhibition), % at 10 µM | GST-GSK3beta kinase, ADP-Glo luminescence, 60 min; active compounds read low | AID 2097;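 active means more than half of replicate wells score below -50%, meaning over 50% inhibition versus plate controls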;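 further: 0% = median DMSO wells and -100% = median GW8510 positive control wells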
# Target sequence (P49841 whole entry, looked up): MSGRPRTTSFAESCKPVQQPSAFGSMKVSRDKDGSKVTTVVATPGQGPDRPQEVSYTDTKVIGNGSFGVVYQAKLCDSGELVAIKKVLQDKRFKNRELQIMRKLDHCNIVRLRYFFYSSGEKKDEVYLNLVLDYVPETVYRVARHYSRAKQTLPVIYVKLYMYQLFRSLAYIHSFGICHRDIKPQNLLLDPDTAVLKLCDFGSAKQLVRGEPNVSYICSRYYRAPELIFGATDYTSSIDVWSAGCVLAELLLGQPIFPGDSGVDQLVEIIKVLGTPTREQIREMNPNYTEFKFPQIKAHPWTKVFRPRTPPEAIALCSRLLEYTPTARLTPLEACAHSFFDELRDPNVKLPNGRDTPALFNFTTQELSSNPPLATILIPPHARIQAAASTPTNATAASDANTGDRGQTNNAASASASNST
#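 test system = GST-tagged human GSK3beta kinase, cell-free | reagent = 25 µM ATP with peptide substrate | dosing = one dose of 10 µM per compound | schedule = 60 min reaction, RT | detection = luminescent ADP-Glo measurement of ADP formed | control set = DMSO neutral wells and GW8510 at 20 µM as positive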
# HSF-1 act: increases HSF-1 driven luciferase reporter signal; NIH3T3-HGL HSF-1 luciferase reporter, MG132, 8 h; 100% = twice DMSO control signal; activation, % at 9 µM; AID 504408; 1.7% of 300,000 active;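 active means mean replicate activation of at least 50% with a set share of replicates each reaching 50%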;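 further: 0% = median of the neutral control wells and 100% = twice that signal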
# KLF5 inhibitor: suppresses KLF5 promoter-driven expression. inhibition, % at 5 µM. DLD-1 KLF5 promoter-luciferase reporter, luminescence. 0.23% of 290,000 active;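 active means inhibition above a per-plate limit of that plate's mean compound inhibition plus 3 SD, cut at about 60% in these data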;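 further: 0% = DMSO wells and 100% = LY294002 at 200 µM; higher means less KLF5 promoter-driven luciferase light; inactives centre near -14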
# GSK3A inh: human GSK-3 alpha kinase inhibition; P49840; ADP-Glo luminescence, 60 min; inhibition, % at 10 µM; 0.1% of 320,000 active; AID 2650;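 in the data active means inhibition above about 50%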;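 further: GST-tagged GSK-3 alpha with peptide substrate and 25 µM ATP; 0% = DMSO neutral wells and 100% = GW8510 positive control wells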
# Target sequence (P49840 whole entry, looked up): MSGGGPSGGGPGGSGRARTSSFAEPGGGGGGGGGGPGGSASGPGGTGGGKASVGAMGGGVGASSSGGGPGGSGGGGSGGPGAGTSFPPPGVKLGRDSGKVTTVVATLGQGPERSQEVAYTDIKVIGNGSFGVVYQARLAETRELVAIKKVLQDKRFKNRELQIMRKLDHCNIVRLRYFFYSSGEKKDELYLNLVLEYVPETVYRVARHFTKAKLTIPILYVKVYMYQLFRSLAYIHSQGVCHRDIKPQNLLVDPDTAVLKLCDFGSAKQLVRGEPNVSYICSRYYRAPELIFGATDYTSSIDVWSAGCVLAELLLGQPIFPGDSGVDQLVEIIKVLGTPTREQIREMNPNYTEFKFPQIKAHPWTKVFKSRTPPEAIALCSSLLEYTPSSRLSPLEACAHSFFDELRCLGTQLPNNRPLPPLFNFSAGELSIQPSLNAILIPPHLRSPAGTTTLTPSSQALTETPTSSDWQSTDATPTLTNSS
# HSP90 refold inh: HSP90 refolding inhibition in rabbit reticulocyte lysate; luciferase refolding luminescence, 3 h; inhibition, % at 5.6 µM; 0.91% of 290,000 active; AID 1789;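 active means inhibition above the screen-wide mean plus 3 SD, computed separately per campaign, cut at about 16% in these data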;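 further: 0% = DMSO wells and 100% = 60 µM geldanamycin wells; inhibitors lower the luminescence because luciferase stays unfolded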
# aSyn 5UTR inh: 5' untranslated region of α-synuclein, MLPCN primary screen; alpha-synuclein 5'UTR reporter, inhibitor activity; 0.82% of 300,000 active; inhibition, % (tested at 7.5 µM); in the data active means inhibition above about 60%;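 further: H4 neuroglioblastoma cells stably carrying SNCA 5'UTR luciferase fusion; 0% = DMSO wells and 100% = positive control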
# HSF1 inh: HSF1 inhibition. NIH3T3-HGL HSE-luciferase, MG132-induced, luminescence 8 h; active compounds read low. activity change, negative = inhibition, % at 7.5 µM (by protocol). 0.77% of 300,000 active. AID 2098;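 active means more than half of replicate wells show activity change below -50%, luminescence cut by over half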;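 further: luciferase reports HSF-1 transcriptional activity via heat shock element; 0% = median of DMSO wells and -100% = zero luminescence signal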
# * hit, by the source's call; . = no result given. The list is partial, so the mix of outcomes need not match the whole.
# Second line of a record – IEC-6 tox, GSK3A inh, KLF5 inhibitor, HSP90 refold inh, aSyn 5UTR inh, HSF1 inh, Platelet DG rel, Dyrk1A ADPGlo, HSF-1 act, GSK3beta inhib
- CC(=O)Nc1nc2c(s1)C(=O)NCCC2
→ 1, 0, 10, 3, 12, -25, 0, 7, -38, 0
- CC(C)c1ccc(NC(=O)NC(C)c2ccc3c(c2)OCO3)cc1 (stereo not drawn)
→ -4, 2, -8, -1, 16, 2, -13, 6, 4, 17
- COc1ccc(C2c3cc(OC)c(OC)cc3CCN2C(=O)c2ccccc2Br)cc1OC (stereo not drawn)
→ 4, 2, -29, 0, 12, 7, -2, 22, 19, 2
- CCCN1C(=O)C(Cc2nc3ccccc3c(=O)n2C)c2ccccc21 (stereo not drawn)
→ 3, 0, -8, -4, 10, -5, ., -8, 0, .
- CC12CNCC(C)(CN(C(c3ccccc3)c3ccccc3)C1)C2
→ 1, 8, -11, -2, -3, -3, 5, 13, 0, -3
- O=C(COC(=O)CN=C1NS(=O)(=O)c2ccccc21)Nc1ccccc1OC(F)F
→ 4, 0, 4, 2, -18, -6, -8, ., 5, 3
- CCc1ccc(OCC(=O)Nc2ncc3c(n2)CC(C)(C)CC3=O)cc1
→ -3, -2, -26, -1, 15, -8, 0, -10, -1, 3
- CCN(CC)CCC(c1cc(OC)c(OC)c(OC)c1)c1c(O)cc(OC)cc1OC (stereo not drawn)
→ ., 0, ., ., -1, 9, -11, 5, 7, 1
- CCOc1cc(/C=C(\CC(=O)O)c2nc3ccccc3s2)ccc1OC
→ 12, 0, -5, 5, 18, 0, 2, -13, -11, 1
- Cc1ccc(C(=O)CCS(=O)(=O)c2ccc(Br)cc2)cc1
→ 1, 0, -19, 0, 10, -6, -19, 2, -6, -2
- CCN1CCN(C(=O)c2ccc3c(c2)N(Cc2ccccc2)C(=O)c2ccccc2S3(=O)=O)CC1
→ 0, -2, -17, -1, 5, 1, 1, -5, -13, 1
- CCOCC(=O)N1CCc2ccccc21
→ 1, -1, -23, 2, 3, 7, -18, -1, 30, 3
- COc1nc(-c2ccccc2)cc(-c2ccc(OC)c(OC)c2)n1
→ 0, -1, 0, -1, ., ., 4, 4, ., 0
- COc1ccc(CC(=O)Nc2ccncc2Cl)cc1
→ 13, -2, -13, -4, 4, -5, -2, 0, -13, -21
- COc1ccc(Nc2nc(-c3sc(C)nc3C)cs2)cc1
→ 76*, -3, 44, -1, 39, -7, 2, ., 1, 1
- Cc1ccc(-n2c(Cn3c(C)nc4ccccc43)n[nH]c2=S)cc1
→ -2, -1, -19, -1, 8, -1, 1, -45, -6, 1
- COc1ccc(CNC(=O)CC2C(=O)NCCN2CC(C)(C)C)c(OC)c1 (stereo not drawn)
→ -1, -3, -21, 0, -1, 5, 1, 4, 8, 0
- CCN(CC(=O)Nc1c(F)cccc1F)C(=O)CCN1C(=O)c2cccc([N+](=O)[O-])c2C1=O
→ ., -5, ., ., 1, 1, ., -3, 2, 2
- CCC(C)[C@H]1CN=C(N)N1CCc1cccc(F)c1 (stereo partly drawn)
→ ., 4, ., ., 12, -3, 4, 2, -7, -4
- Clc1cnc(N/N=C/c2ccncc2)c(Cl)c1
→ -6, -1, -45, 2, -24, -2, 8, -7, -1, 1

# (further entries)
# Second line of a record – IEC-6 tox, GSK3A inh, KLF5 inhibitor, HSP90 refold inh, aSyn 5UTR inh, HSF1 inh, Platelet DG rel, Dyrk1A ADPGlo, HSF-1 act, GSK3beta inhib
- Cc1nn(C)c(C)c1C(C)NC(=O)c1cc(COc2ccc(F)c(F)c2)on1 (stereo not drawn)
→ -8, -2, -89, -6, -68, 22, 3, -3, 30, 2
- Cn1c2ccccc2c2c(C(=O)N3CCN(c4ccccn4)CC3)cn(C3CCCC3)c(=O)c21
→ -3, 1, -17, 4, 16, 4, -4, -2, 6, 1
- O=C(CC1NCCNC1=O)OCCCc1ccccc1 (stereo not drawn)
→ -2, -3, -20, 5, -39, -2, -28, 3, 12, 1
- O=C(CSc1ccc(-c2ccco2)nn1)NCc1ccc(F)cc1
→ -7, 1, 7, -3, 18, 1, 12, -3, 21, -2
- CCOC(=O)C1CCN(C(=O)Cn2nc(C)n3c(cc4cc(F)ccc43)c2=O)CC1
→ -3, -1, -13, -1, -11, 0, 50*, ., 1, 2
- Cc1cccc(OCCSCc2nc3ccccc3[nH]2)c1
→ 4, -2, -6, 1, 8, 13, 5, 12, 14, 6
- O=C(Nc1nc2n(n1)C(c1ccc(Cl)cc1)CC(c1ccc(Cl)cc1)N2)c1ccco1 (stereo not drawn)
→ 7, -1, -26, 2, 16, 3, 0, ., 1, 1
- Cc1ccc(NC(=O)CCCn2c(=S)[nH]c3ccsc3c2=O)cc1C
→ 5, ., -10, 6, -10, 2, -4, -3, -2, 0
- CC1CCCN(S(=O)(=O)c2ccc(C(=O)Nc3nnc(C4=COCCO4)o3)cc2)C1 (stereo not drawn)
→ 0, -2, 9, 2, -1, -10, -4, 0, 0, 2
- CCCn1c(SCC(=O)N2N=C3/C(=C/c4ccc(OC)cc4)CCCC3C2c2ccc(OC)cc2)n[nH]c1=O (stereo not drawn)
→ -9, 0, -19, 7, 18, -11, -5, -3, -27, -3
- CC(=O)c1cc(-c2ccccc2)n(CC(=O)N2CCCC2)c1C
→ -1, 1, -2, 0, -19, 3, -4, 2, 13, 0
- Cc1cccc(-c2c3c(=O)n(C)c(=O)n(C)c3cn2C(C)(C)C)c1
→ -3, -1, -29, 2, 27, 0, -2, 6, 1, -1
- Cc1cc(NC(=O)c2cc(-c3ccco3)on2)nn1Cc1ccc(Cl)cc1
→ -2, ., -22, -1, -71, 20, -10, 4, 32, -3
- Cc1cc(C)nc(Nc2nc(-c3ccccc3)cs2)n1
→ 8, -1, 57, 28*, 22, -20, 16, -5, -25, 1
- CCC(C)N(C(=O)COC(=O)COc1c(C)cc(C)cc1C)C1CCS(=O)(=O)C1 (stereo not drawn)
→ ., 0, ., ., 3, -1, 11, 1, -3, 0
- Cc1cc2c3c(c1C)C(=O)C(=O)N3C(C)(C)CC2C (stereo not drawn)
→ 1, -3, -25, 2, 21, -7, -2, 7, -4, -5
- CCN(CCn1cccn1)C(=O)CCc1nnc(-c2ccccc2)o1
→ -5, 0, -49, -1, -73, -2, 1, -3, 26, -2
- O=[N+]([O-])c1ccc(Sc2n[nH]c(-c3ccco3)n2)nc1
→ 1, -2, -42, 1, -40, 1, -2, -3, -10, 0
- CC1CCN(S(=O)(=O)c2ccc(NC(=O)CN3CCCC(C)C3)cc2)CC1 (stereo not drawn)
→ 2, -2, -4, 9, 7, -6, 0, 8, 3, 0
- Cc1ccc(Cn2c([N+](=O)[O-])cnc2C)cc1
→ -1, ., -5, 2, 12, 0, -1, -5, -4, 1

# Next results follow.
# Second line of a record – IEC-6 tox, GSK3A inh, KLF5 inhibitor, HSP90 refold inh, aSyn 5UTR inh, HSF1 inh, Platelet DG rel, Dyrk1A ADPGlo, HSF-1 act, GSK3beta inhib
- CCn1c(SCC(=O)N2CCC(C)CC2)nc2c(c1=O)SC(C)C2 (stereo not drawn)
→ 6, 2, -1, -1, -14, 0, 20, -2, 11, -3
- Cc1[nH]n(C(N)=S)c(=O)c1N=Nc1ccc(S(=O)(=O)N2CCCCCC2)cc1
→ 2, 5, -20, 11, -11, 9, 10, 3, 3, -2
- Cc1nc2ccc(S(=O)(=O)Nc3ccc(-c4nc5cccnc5s4)cc3)cc2s1
→ -2, 1, -12, 3, -51, -2, -1, 5, -23, 0
- COc1ccc(/C=C/C(=O)c2cc(Br)ccc2OC(=O)c2ccco2)cc1OC
→ 0, 4, 5, 4, -21, 15, 0, 1, 18, 3
- O=C(Cn1ccc([N+](=O)[O-])n1)NCc1cccs1
→ 4, 0, -31, 3, 29, ., 4, -7, ., 1
- Cc1ccc(NC(=O)N2CCC(C(=O)NCC(C)C)CC2)cc1
→ -6, 3, -7, 2, 27, -25, 2, -1, -32, 2
- COc1cccc(CSc2nnc(-c3ccncc3)n2C)c1
→ -12, 0, -32, 2, -19, 1, -1, -12, -4, 4
- COc1cccc(NC(=O)c2nn(-c3ccc(OC)cc3OC)c(=O)c3ccccc23)c1
→ -4, 0, -7, 2, -18, -3, 4, -2, 10, -1
- Cn1nc(-c2ccccc2)c(C(=O)Nc2ccc(C(F)(F)F)cc2)c1Cl
→ 0, -6, -36, -3, -9, 2, -3, -3, 0, 2
- Cc1cc(CC(=O)O)c2oc(-c3ccoc3)cc(=O)c2c1
→ ., -1, ., ., -9, -36, -2, ., -51, 1
- O=C(NCC(=O)N(c1ccc(F)cc1)C(C(=O)NC1CCCC1)c1cccnc1)c1ccco1 (stereo not drawn)
→ 5, -3, -1, 4, 12, 12, -2, -8, 16, 0
- Cc1nccn1-c1cc(C(C)(C)C)nc2c(-c3ccccc3)cnn12
→ 3, -4, -17, -1, -14, 15, 0, 0, 2, -3
- COCCCN1C(=O)C(=O)/C(=C(/O)c2ccc(S(=O)(=O)N3CCCCC3)cc2)C1c1ccc(O)c(OC)c1 (stereo not drawn)
→ -2, 8, -21, -1, 10, -3, 5, -4, -4, -1
- Cn1nc(C(F)(F)F)c(C(=O)Nc2cccc(C(F)(F)F)c2)c1SCc1ccc(Cl)cc1
→ 5, 9, 10, -1, 13, 1, 1, -2, 11, 2
- CCCOc1ccc(C(=O)NNC(=S)NC(C)=O)cc1
→ 6, 5, 0, 2, 68*, 7, 2, 3, 4, 0

# In the list so far, these contain fluorine:
# Second line of a record – IEC-6 tox, GSK3A inh, KLF5 inhibitor, HSP90 refold inh, aSyn 5UTR inh, HSF1 inh, Platelet DG rel, Dyrk1A ADPGlo, HSF-1 act, GSK3beta inhib
- O=C(COC(=O)CN=C1NS(=O)(=O)c2ccccc21)Nc1ccccc1OC(F)F
→ 4, 0, 4, 2, -18, -6, -8, ., 5, 3
- CCN(CC(=O)Nc1c(F)cccc1F)C(=O)CCN1C(=O)c2cccc([N+](=O)[O-])c2C1=O
→ ., -5, ., ., 1, 1, ., -3, 2, 2
- CCC(C)[C@H]1CN=C(N)N1CCc1cccc(F)c1 (stereo partly drawn)
→ ., 4, ., ., 12, -3, 4, 2, -7, -4
- Cc1nn(C)c(C)c1C(C)NC(=O)c1cc(COc2ccc(F)c(F)c2)on1 (stereo not drawn)
→ -8, -2, -89, -6, -68, 22, 3, -3, 30, 2
- O=C(CSc1ccc(-c2ccco2)nn1)NCc1ccc(F)cc1
→ -7, 1, 7, -3, 18, 1, 12, -3, 21, -2
- CCOC(=O)C1CCN(C(=O)Cn2nc(C)n3c(cc4cc(F)ccc43)c2=O)CC1
→ -3, -1, -13, -1, -11, 0, 50*, ., 1, 2
- Cn1nc(-c2ccccc2)c(C(=O)Nc2ccc(C(F)(F)F)cc2)c1Cl
→ 0, -6, -36, -3, -9, 2, -3, -3, 0, 2
- O=C(NCC(=O)N(c1ccc(F)cc1)C(C(=O)NC1CCCC1)c1cccnc1)c1ccco1 (stereo not drawn)
→ 5, -3, -1, 4, 12, 12, -2, -8, 16, 0
- Cn1nc(C(F)(F)F)c(C(=O)Nc2cccc(C(F)(F)F)c2)c1SCc1ccc(Cl)cc1
→ 5, 9, 10, -1, 13, 1, 1, -2, 11, 2
